SENP1 inh – SENP1 (human) catalytic domain inhibition; Q9P0U3; actives 0.21% (n = 360,000); inhibition, % at 10 µM; recombinant SENP1 catalytic domain, CyPet-SUMO1-YPet FRET cleavage;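 active means inhibition at least 30% at 10 µM, raw YFP signal under a set limit, fluorescence ratio 0.5 to 1.5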;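 further: 0% = enzyme with DMSO and 100% = no enzyme wells; some results filed as inactive read as strong as hits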
Target sequence (Q9P0U3 419-644 limits assumed): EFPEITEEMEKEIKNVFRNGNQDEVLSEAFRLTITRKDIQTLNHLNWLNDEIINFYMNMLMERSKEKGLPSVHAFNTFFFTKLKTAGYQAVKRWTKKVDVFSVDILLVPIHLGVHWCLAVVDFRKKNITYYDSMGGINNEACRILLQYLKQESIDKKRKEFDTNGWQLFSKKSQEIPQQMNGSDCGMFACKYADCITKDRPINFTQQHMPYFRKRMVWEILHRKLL
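Material: hSENP1 catalytic domain, recombinant; medium: Tris pH 8 with BME, BSA, NP40 and catalase; compound: single concentration of 10 µM compound, 0.5% DMSO final; technique: FRET read of cyan and yellow fluorescence; timing: 50 min enzyme reaction, room temperature, light-protected; reagent: SFCypet-SUMO1-SFYpet substrate at 25 nM; control set: no-enzyme low, enzyme-DMSO high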
UBC13 inh – inhibitors of human UBC13 polyubiquitin chain formation; P61088; TR-FRET; inhibition, % at 20 µM; actives 0.47% (n = 330,000); AID 485273; in the data active means inhibition above about 45%, passing the limit was not always enough
Target sequence (P61088 whole entry, looked up): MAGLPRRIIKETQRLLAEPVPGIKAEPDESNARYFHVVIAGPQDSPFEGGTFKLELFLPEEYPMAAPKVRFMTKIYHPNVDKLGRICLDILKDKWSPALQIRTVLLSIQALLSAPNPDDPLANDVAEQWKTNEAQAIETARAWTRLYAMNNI
SENP6 inh – blocks the human protease SENP6; Q9GZR1; Recombinant SENP6 catalytic domain, aminoluciferin luminescence; inhibition, % at 10 µM; actives 1.8% (n = 330,000); AID 2599;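 active means inhibition above about 50% at the single tested dose, limit read from the data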;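 further: plate controls were DMSO wells with enzyme for no effect and DMSO wells lacking enzyme for full effect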
SENP7 block – blocks the human protease SENP7; Q9BQF6; recombinant SENP7, Z-RLRGG-aminoluciferin luminescence, 40 min; inhibition, % at 5 µM; actives 1.5% (n = 330,000); AID 434973;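 active means inhibition above about 50% at the single test dose, limit read from the data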;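 further: plate controls were DMSO with enzyme for no effect and no enzyme buffer wells for full effect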
Target sequence (Q9BQF6 706-1050 limits assumed): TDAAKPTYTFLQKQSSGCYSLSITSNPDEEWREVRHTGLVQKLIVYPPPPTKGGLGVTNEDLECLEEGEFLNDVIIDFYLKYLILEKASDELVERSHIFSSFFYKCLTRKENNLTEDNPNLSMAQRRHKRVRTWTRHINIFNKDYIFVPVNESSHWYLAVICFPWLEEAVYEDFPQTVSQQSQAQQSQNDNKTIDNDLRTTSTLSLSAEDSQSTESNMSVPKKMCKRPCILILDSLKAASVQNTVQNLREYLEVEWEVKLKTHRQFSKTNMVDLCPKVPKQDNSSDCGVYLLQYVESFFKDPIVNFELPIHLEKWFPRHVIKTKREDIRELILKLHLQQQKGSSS
A3G deaminase – APOBEC3G (human) deaminase inhibition. Q9HC16. recombinant A3G, ssDNA deamination FAM/TAMRA fluorescence. inhibition, % at 20 µM. actives 0.28% (n = 330,000). AID 493012;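 active means inhibition of at least 40% at 20 µM, with no more than 30% in the related APOBEC3A deaminase screen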;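 further: plate controls were DMSO wells with A3G for no effect and wells lacking A3G enzyme for full effect; some compounds called inactive have numbers as strong as hits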
SENP8 block-1 – inhibitors of human SENP8 protease; AID 602440; inhibition, % at 20 µM; Q96LD8; recombinant SENP8, Nedd8 substrate fluorescence; actives 0.64% (n = 360,000); in the data active means inhibition mostly above about 40%, no sharp cut-off; inactive means mostly below about 27%
Target sequence (Q96LD8 whole entry, looked up): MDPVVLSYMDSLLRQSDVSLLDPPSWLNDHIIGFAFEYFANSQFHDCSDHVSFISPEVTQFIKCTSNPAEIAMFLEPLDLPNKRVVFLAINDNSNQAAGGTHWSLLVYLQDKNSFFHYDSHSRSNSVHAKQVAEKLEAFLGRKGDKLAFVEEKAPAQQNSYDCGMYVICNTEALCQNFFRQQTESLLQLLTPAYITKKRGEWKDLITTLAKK
Apaf-1 inh – blocks human Apaf-1 apoptosome activity; O14727; AID 489030; inhibition, % at 20 µM; reconstituted apoptosome caspase-3 activity, DEVD-Rh110 fluorescence; actives 0.71% (n = 330,000); active means inhibition of at least 40% at 20 µM;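 further: plate controls were DMSO wells for no effect and DEVD-CHO caspase inhibitor wells for full effect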
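Material: biochemical Apaf-1 apoptosome reconstitution. Medium: Hepes buffer, pH 7.5. Also added: cytochrome c activation, bis-DEVD rhodamine 110 substrate. Timing: 30 min compound preincubation, 50 min activation, room temperature. Measured by: rhodamine 110 fluorescence at Ex 480/Em 540 nm.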
SENP8 block-2 – blocks the human protease SENP8. Q96LD8. purified SENP8, Z-RLRGG-aminoluciferin cleavage, luminescence. inhibition, % at 10 µM. actives 1.2% (n = 330,000). AID 2540; in the data active means inhibition above about 50%
Starred values were filed as active, the others as inactive.

SMILES	SENP1 inh	UBC13 inh	SENP6 inh	SENP7 block	A3G deaminase	SENP8 block-1	Apaf-1 inh	SENP8 block-2
COc1ccc(C2CC(c3cccs3)=NN2S(C)(=O)=O)cc1 (stereo not drawn)	-1	-4	-4	-4	-7	13	-15	-8
O=C(O)c1cc([N+](=O)[O-])ccc1NCc1ccccc1	-2	-11	14	3	-2	27	3	5
O=c1c(Cl)c(NCCCO)cnn1-c1nc2ccccc2[nH]1	2	91*	62*	69*	-1	-358	-20	50
N#Cc1cc(Oc2cccc3cccnc23)c(-n2nnc3ccccc32)cc1C#N	-21	-5	-1	-8	-7	-2	4	-9
Cc1cccc(C(=O)NCC(=O)NC2CCC(C)CC2)c1 (stereo not drawn)	1	-5	-9	0	-4	14	2	2
CCOC(=O)C1=C(C)N=c2s/c(=C\c3cc(OC)c(OC)c(OC)c3)c(=O)n2C1/C=C/c1ccccc1 (stereo not drawn)	-14	6	-20	5	-8	-9	-7	-4
O=C(O)C1CC(O)CN1S(=O)(=O)c1ccc2ccccc2c1 (stereo not drawn)	0	3	0	12	-1	5	4	3
Cn1nc(C(F)(F)F)c(-c2ccccc2)c1NC(=O)c1cccnc1	0	8	1	8	-13	23	-14	3
Clc1ccc2oc3c(Cl)ncnc3c2c1	-7	-43	4	-7	-4	4	-7	-3
COc1cccc(-c2nnc(SCC(=O)N(C(C)C)C(C)C)o2)c1	2	-11	-4	-5	-12	14	4	-8
O=C1C2CCCN2C(c2ccc(F)cc2)N1c1ccc(Cl)cc1 (stereo not drawn)	-5	0	-5	9	11	0	9	-3
CCN(CC(=O)NCc1cccs1)CC(=O)Nc1ccccc1C	0	0	-24	-2	-9	11	11	-12
O=C(Nc1cc(C(F)(F)F)ccc1-n1cncn1)c1cn2ccccc2n1	-8	-7	-4	0	-2	-66	4	6
CN1CCN(S(=O)(=O)Cc2ccccc2Cl)CC1	1	5	8	6	-5	5	1	-12
COc1c(S(=O)(=O)NCCCn2ccnc2)ccc(Cl)c1Cl	-4	13	16	1	-5	6	-9	12
Cc1ccc(SCC(=O)NC(=O)NCCC(C)C)c(C)c1	1	8	-8	1	-1	32	6	3
O=C(NCc1ccc(Cl)cc1)c1cnccn1	-1	1	-3	3	0	19	-2	1
Cc1ccc(-c2csc(NC(=O)Cc3cccs3)n2)cc1C	-3	4	3	3	-5	11	5	-2
O=C(NC1CCCCC1)c1ccc(CS(=O)(=O)Cc2ccccc2F)o1	1	-4	-32	5	-4	-7	3	1
CCc1ccc(-n2nc3ccc(NC(=O)c4ccc5c(c4)OCO5)cc3n2)cc1	-3	6	-3	3	-11	-269	-2	-4
OCCNc1nc(-c2ccccc2)nc2ccccc12	0	-1	-5	3	-2	-40	4	2
COc1ccc(CNC(=O)[C@@H](NC(=O)C2CCN(C(=O)[C@@H](N)CC(C)C)CC2)C(C)C)cc1	1	-8	-10	13	-8	52*	0	-6
O=C(c1cnn(-c2ccccc2)c1)c1cc(Br)ccc1O	2	3	-7	-4	-5	24	-1	-13
CN(C)/C=N/c1c(C#N)cnn1-c1ncnc2sc(-c3ccccc3)cc12	-3	19	1	1	-5	-405	17	9
CC(C)Sc1nc2c([nH]1)c(=N)ncn2Cc1ccccc1	0	8	-35	2	-9	5	-5	-2
New compounds follow.
SMILES	SENP1 inh	UBC13 inh	SENP6 inh	SENP7 block	A3G deaminase	SENP8 block-1	Apaf-1 inh	SENP8 block-2
COc1ccccc1-n1c(=O)c(C#N)c(-c2ccc([N+](=O)[O-])cc2)c2cc(C(=O)c3cc(F)ccc3O)cnc21	0	-9	-26	-9	-7	8	11	-4
CCCOC(=O)CSC1=C(C#N)C(c2ccccc2OC)C(C#N)C(=O)N1 (stereo not drawn)	-44	14	-20	3	-4	-50	-8	0
Cc1noc(C)c1-c1nc(CS(=O)(=O)c2ccc(Cl)cc2)no1	1	2	-18	-13	-1	18	-14	-1
O=C(NC(=S)Nc1ccc(Br)cc1F)C1CCCCC1	1	-21	-13	-9	9	7	6	-8
CN(CCc1cn[nH]c1)C(=O)CC1C(=O)NCCN1Cc1ccccc1C(F)(F)F (stereo not drawn)	-8	5	-12	8	-3	-16	2	2
COc1ccccc1Nc1nnc(Cc2ccccc2)c(=O)[nH]1	-1	4	17	7	4	7	5	-1
CCOC(=O)C1(C(=O)OCC)C(c2ccccc2)CC(O)N1C(C)=O (stereo not drawn)	0	2	-11	-2	-5	6	-4	2
COc1ccc(CC(=O)NNC(=S)NCC2CC2)cc1OC	0	-7	-11	-3	5	15	-9	-6
CC(=O)c1ccc(N2CCN(C(=O)C3CCCN3S(=O)(=O)c3cccc4nsnc34)CC2)cc1 (stereo not drawn)	2	4	10	-6	-1	-29	6	1
O=C(Nc1ccc(S(=O)(=O)Nc2ncccn2)cc1)c1ccc(F)c(S(=O)(=O)N2CCOCC2)c1	-8	-13	-12	4	-1	30	-9	-8
Cc1cc(C)n(CC(=O)N/N=C/c2ccco2)n1	1	7	-2	2	-5	6	-10	2
Cc1nnc(SCc2ccc(C(=O)O)cc2)s1	3	-2	-15	10	0	5	2	2
Cc1ccccc1CN(C)C(C)C(=O)Nc1ccccc1F (stereo not drawn)	1	-8	-17	-2	-9	-1	18	-3
CCOC(=O)Nc1ccc2c(COC(=O)CN(C)S(=O)(=O)c3ccc(C)cc3)cc(=O)oc2c1	-16	14	11	0	-1	-429	-32	14
COCCCN1C(=O)c2ccc(C(=O)Nc3ccc(C)cc3C)cc2C1=O	1	2	-11	4	-5	5	3	-1
Cc1ccc(CSCC(=O)Nc2c(C)n(C)n(-c3ccccc3)c2=O)cc1	4	17	-6	6	-3	14	-1	-3
COc1ccc(CCNC(=O)C2CCN(c3nccc(C)n3)CC2)cc1	-3	0	0	-6	-8	-57	5	-13
COc1ccc(N=c2oc3cc(O)ccc3cc2C(=O)Nc2ccccn2)cc1OC	-27	-47	-1	-6	0	-283	-6	13
CC(=O)OCC(=O)N1CCN(c2ccc([N+](=O)[O-])cc2)CC1	-1	-4	-14	2	-6	8	-3	-3
O=C(O)c1ccc(N/N=C/c2cn(Cc3ccccc3F)c3ccccc23)cc1	-9	8	84*	47	-5	-421	-7	88*
CCOc1ccc(Br)cc1/C=N/NC(=O)c1ccncc1	0	8	-9	3	-7	-10	4	-1
COc1cc(/C=C2/C(=N)N3N=C(C)SC3=NC2=O)ccc1OS(=O)(=O)c1ccc(C)cc1	-19	-9	3	-1	5	0	8	5
O=C(OCCN1CCCC1=O)c1cncc(Br)c1	1	0	2	-1	-5	12	-21	5
COC(=O)[C@@H](NC(=O)NCc1ccccc1F)C(C)C	2	4	18	-3	-5	9	-14	6
CC(C#N)Sc1ncnc2sc(-c3ccccc3)cc12 (stereo not drawn)	-7	0	-17	-2	-7	-6	11	-6

The final three records of the part before are carried over, then new ones follow.
SMILES	SENP1 inh	UBC13 inh	SENP6 inh	SENP7 block	A3G deaminase	SENP8 block-1	Apaf-1 inh	SENP8 block-2
O=C(OCCN1CCCC1=O)c1cncc(Br)c1	1	0	2	-1	-5	12	-21	5
COC(=O)[C@@H](NC(=O)NCc1ccccc1F)C(C)C	2	4	18	-3	-5	9	-14	6
CC(C#N)Sc1ncnc2sc(-c3ccccc3)cc12 (stereo not drawn)	-7	0	-17	-2	-7	-6	11	-6
Cc1ccc(OCCNC(=O)c2cccc(S(=O)(=O)N3CCN(C)CC3)c2)cc1	0	-5	-13	3	-4	6	-3	-16
O=C(COC(=O)c1ccc2ncsc2c1)Nc1cc([N+](=O)[O-])ccc1Cl	3	-11	4	6	-5	-3	-12	2
O=C(CCCN1C(=O)c2ccccc2C1=O)N1CCC(c2ccccc2)C1 (stereo not drawn)	1	0	-6	3	-5	16	10	8
CC(Sc1nc(N2CCOCC2)nc(N2CCOCC2)n1)C(=O)Nc1ccccc1 (stereo not drawn)	-3	3	-5	-3	-4	-3	4	-2
CCOc1ccccc1Nc1nnc(SCC(=O)NC(=O)c2cccn2C)s1	0	1	-4	-3	-7	-291	7	0
Cc1nc(SCc2ccc(Cl)cc2)ncc1C(=O)O	-5	6	3	4	-6	17	-5	-7
O=C(CNC(=O)c1ccccc1Br)N/N=C/c1ccccc1O	-28	11	9	-3	-4	-141	-8	4
COc1ccc(NC(=O)CSc2nc3n[nH]c(C)c3c(=N)n2-c2ccc(Cl)c(C)c2)cc1OC	-2	18	-15	1	-5	-14	0	11
Cc1cccc(N2CC(C)Cn3c2nc2c3c(=O)[nH]c(=O)n2C)c1 (stereo not drawn)	2	3	-2	-7	-4	12	1	0
CN(C)S(=O)(=O)c1ccc2c(c1)C(=O)c1cc(S(=O)(=O)N(C)C)ccc1CC2	3	-14	-10	-8	-8	12	5	-10
C=CCN(CC=C)C(=O)CN1C(=O)NC(C)(c2ccc3cc(OC)ccc3c2)C1=O (stereo not drawn)	0	5	7	8	5	10	15	-8
COc1ccccc1NC(=S)NCc1ccc(F)cc1	1	4	15	7	-1	10	-1	4
O=C(COC(=O)C1=COCCO1)Nc1ccc([N+](=O)[O-])cc1C(F)(F)F	0	-6	-6	3	-3	16	2	-10
Cc1c(C(=O)N2CC3(CC(c4cccc(NC(=O)[C@H]5CCC(=O)N5)c4)=NO3)C[C@@H]2C(N)=O)cc([N+](=O)[O-])cc1[N+](=O)[O-] (stereo partly drawn)	2	0	-7	6	-4	9	2	-3
Cc1cccc(-c2nc(Nc3ccc(N4CCOCC4)cc3)c3ccccc3n2)c1	7	7	5	-5	-4	-7	9	-5
O=C(CN(c1ccc(F)cc1)S(=O)(=O)c1ccccc1)Nc1ccccc1C(=O)O	1	-4	-2	-4	-5	11	11	-7
COCCCNCCOCCOc1ccc(C)cc1[N+](=O)[O-]	1	3	9	0	-11	11	-7	4
CC(=O)N(c1cccc(C)c1)C1SC(=O)N(c2ccccc2)C1=O (stereo not drawn)	3	-2	14	0	-2	8	2	9
CC(NC(=O)c1cccc(S(=O)(=O)N2CCc3ccccc3C2)c1)c1ccco1 (stereo not drawn)	0	10	-18	6	-2	11	1	4
COc1ccc(C(=O)NCC(=O)NCC(=O)OCC(=O)c2ccc(C)cc2)cc1	2	2	-8	-1	-2	9	7	1
COc1ccc(CNc2ccc(C)cc2)cc1Br	-3	-10	-12	-8	-6	26	17	-12
CCN(CC)S(=O)(=O)c1cccc(-c2n[nH]c(=S)n2CC(C)C)c1	0	6	-16	-3	26	-11	-9	1
O=C1C(C=NCCN2CCOCC2)=C(O)c2ccccc21	1	6	-4	0	-3	7	-6	1
O=C(NCCN1CCCC(O)C1)c1cc(COc2c(F)cccc2F)on1 (stereo not drawn)	1	2	5	-3	-4	-30	4	0
O=C(COC(=O)/C=C/c1ccccc1[N+](=O)[O-])NNC(=O)c1ccc(F)cc1	0	3	-6	-6	-9	10	5	-8
CC(C)NC(=O)c1cccc(C(F)(F)F)c1	-1	15	-3	3	-2	17	-19	1
O=c1[nH]c2ccsc2c(=O)n1-c1ccc(F)c(Cl)c1	2	4	-7	0	-6	5	-6	0
COCCn1c(SCC(=O)NCc2ccccc2)nnc1-c1ccco1	1	6	6	5	-2	-1	-1	-5
Cc1nc2cc3ccccc3cc2c(=O)[nH]1	-78	13	49	27	-5	-278	-8	0

5 successive records from above, quoted:
SMILES	SENP1 inh	UBC13 inh	SENP6 inh	SENP7 block	A3G deaminase	SENP8 block-1	Apaf-1 inh	SENP8 block-2
COc1ccc(C2CC(c3cccs3)=NN2S(C)(=O)=O)cc1 (stereo not drawn)	-1	-4	-4	-4	-7	13	-15	-8
O=C(O)c1cc([N+](=O)[O-])ccc1NCc1ccccc1	-2	-11	14	3	-2	27	3	5
O=c1c(Cl)c(NCCCO)cnn1-c1nc2ccccc2[nH]1	2	91*	62*	69*	-1	-358	-20	50
N#Cc1cc(Oc2cccc3cccnc23)c(-n2nnc3ccccc32)cc1C#N	-21	-5	-1	-8	-7	-2	4	-9
Cc1cccc(C(=O)NCC(=O)NC2CCC(C)CC2)c1 (stereo not drawn)	1	-5	-9	0	-4	14	2	2
